Screening data as filed in PubChem BioAssay.
PAFAH1B2 inh = PAFAH1B2 enzyme inhibitors, primary screen, biochemical, fluorescence polarization, human; Platelet-activating factor acetylhydrolase IB subunit alpha2 (Homo sapiens), P68402; recombinant PAFAH1B2, FP-rhodamine activity probe; inhibition, % at 3.39 µM; 1.2% of 340,000 active; AID 492953, 2010;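 active = inhibition above the mean of all tested compounds plus 3 SD, cut at about 24% in these data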;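 note: 0% = enzyme with DMSO and 100% = wells lacking PAFAH1B2; many of its hits are not listed in these tables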
LYPLA2 counter = LYPLA2 inhibitors, primary screen, counter-screen for PME1 inhibitor project, biochemical, fluorescence polarization, FP-Rh probe ABPP. AID 2177, 2009. inhibition, % at 5.9 µM. recombinant LYPLA2. Acyl-protein thioesterase 2 (Homo sapiens), O95372. 0.38% of 320,000 active;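 active = inhibition above the screen-wide mean plus 3 SD, limit set per campaign, cut at about 26% in these data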;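 note: 0% = LYPLA2 with DMSO and 100% = wells lacking LYPLA2 enzyme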
Target sequence (O95372 whole entry, looked up): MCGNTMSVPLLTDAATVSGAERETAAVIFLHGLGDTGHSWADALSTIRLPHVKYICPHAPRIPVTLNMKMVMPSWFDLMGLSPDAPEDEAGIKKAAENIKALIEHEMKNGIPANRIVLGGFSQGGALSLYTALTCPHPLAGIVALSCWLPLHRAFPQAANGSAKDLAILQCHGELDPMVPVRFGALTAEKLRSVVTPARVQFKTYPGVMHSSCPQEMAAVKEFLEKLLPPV
pPAFAH inh = pPAFAH enzyme inhibitors, primary screen, biochemical, fluorescence polarization, human. Platelet-activating factor acetylhydrolase (Homo sapiens), Q13093. recombinant pPAFAH, FP-rhodamine probe fluorescence polarization. inhibition, % at 3.39 µM. 1.5% of 330,000 active;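 active = inhibition above the mean inhibition across the screen plus 3 SD, cut at about 25% in these data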;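 note: inhibitors block binding of the rhodamine activity-based probe so polarization drops; 0% = enzyme with DMSO and 100% = wells lacking pPAFAH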
GSTO1 inh = inhibitors of recombinant GSTO1, primary screen, counter-screen for RBBP9 inhibitor project, biochemical, fluorescence polarization; Glutathione S-transferase omega-1 (Homo sapiens), P78417; activity-based probe fluorescence polarization; inhibition, % at 5.96 µM; 1.1% of 300,000 active; AID 1974, 2009;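 active = inhibition above the campaign mean inhibition plus 3 SD, cut at about 35% in these data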;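 note: 0% = GSTO1-1 with DMSO and 100% = wells lacking GSTO1-1 enzyme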
PREPL inh = PREPL enzyme inhibitors, primary screen, biochemical, fluorescence polarization | recombinant PREPL, fluorescence polarization activity-based probe | Prolyl endopeptidase-like (Homo sapiens), Q4J6C6 | inhibition, % at 5.96 µM | 0.68% of 320,000 active; in the data active = inhibition above about 43%;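 note: 0% = enzyme with DMSO and 100% = wells lacking enzyme; many of its hits are not listed in these tables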
PAFAH1B3 FP inh = PAFAH1B3 enzyme inhibitors, primary screen, biochemical, fluorescence polarization, human; recombinant PAFAH1B3, FP-rhodamine probe; Platelet-activating factor acetylhydrolase IB subunit alpha1 (Homo sapiens), Q15102; 0.28% of 340,000 active; inhibition, % at 3.39 µM;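 active = inhibition above the screen-wide average of all tested compounds plus 3 SD, cut at about 25% in these data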;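 note: 0% = enzyme with DMSO only and 100% = wells lacking PAFAH1B3 protein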
LYPLA1 counter = LYPLA1 inhibitors, primary screen, counter-screen for PME1 inhibitor project, biochemical, fluorescence polarization, FP-Rh probe ABPP | Acyl-protein thioesterase 1 (Homo sapiens), O75608 | recombinant LYPLA1 | inhibition, % at 5.9 µM | 0.16% of 320,000 active;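 active = inhibition above the mean of all tested compounds plus 3 SD, set per campaign, cut at about 14% in these data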;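 note: inhibitors block serine hydrolase probe labeling of LYPLA1 so polarization falls; 0% = enzyme with DMSO and 100% = wells lacking LYPLA1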
PAD4 inh = human PAD4 inhibitors, primary screen, biochemical, fluorescence polarization, 1536-well format | recombinant PAD4, RCA probe fluorescence polarization | inhibition, % at 6.36 µM | AID 485272, 2010 | 0.41% of 330,000 active;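 active = percent inhibition above a cutoff equal to the mean of all tested compounds plus 3 SD, cut at about 15% in these data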;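 note: 0% = PAD4 with RCA probe and DMSO and 100% = probe without PAD4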
Target sequence (Q9UM07 whole entry, looked up): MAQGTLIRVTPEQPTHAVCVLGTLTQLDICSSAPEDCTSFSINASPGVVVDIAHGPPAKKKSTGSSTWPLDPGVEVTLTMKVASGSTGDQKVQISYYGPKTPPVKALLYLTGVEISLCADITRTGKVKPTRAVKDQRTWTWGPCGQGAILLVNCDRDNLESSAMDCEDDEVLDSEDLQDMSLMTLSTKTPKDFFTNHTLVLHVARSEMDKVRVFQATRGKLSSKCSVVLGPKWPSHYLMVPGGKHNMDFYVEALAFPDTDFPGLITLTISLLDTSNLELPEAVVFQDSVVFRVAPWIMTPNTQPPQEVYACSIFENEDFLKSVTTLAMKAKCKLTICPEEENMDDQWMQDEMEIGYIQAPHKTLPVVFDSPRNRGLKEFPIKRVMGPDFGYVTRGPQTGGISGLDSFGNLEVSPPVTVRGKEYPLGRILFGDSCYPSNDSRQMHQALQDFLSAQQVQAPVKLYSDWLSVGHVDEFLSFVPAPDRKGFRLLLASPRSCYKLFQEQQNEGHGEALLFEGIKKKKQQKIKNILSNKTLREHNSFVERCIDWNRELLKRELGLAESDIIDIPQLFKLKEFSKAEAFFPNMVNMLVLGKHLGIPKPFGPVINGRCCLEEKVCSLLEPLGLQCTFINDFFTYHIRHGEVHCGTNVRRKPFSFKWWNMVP
PME-1 inh = PME-1 inhibitors via competitive probe labeling, primary screen, biochemical, fluorescence polarization, FP-Rh probe, HTS; Protein phosphatase methylesterase 1 (Homo sapiens), Q9Y570; 0.53% of 320,000 active; inhibition, % at 5.9 µM; recombinant PME-1;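 active = inhibition above the campaign mean of all compounds plus 3 SD, cut at about 26% in these data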;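 note: competitive labeling of PME-1 active site by serine hydrolase directed probe; 0% = PME-1 with DMSO and 100% = wells lacking PME-1 enzyme; inhibitors block probe labeling so polarization falls and inhibition rises; many of its hits are not listed in these tables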
The depositor's hits bear a star; · = no result given. An excerpt. The share of hits here may be higher or lower than overall.

SMILES	PAFAH1B2 inh	LYPLA2 counter	pPAFAH inh	GSTO1 inh	PREPL inh	PAFAH1B3 FP inh	LYPLA1 counter	PAD4 inh	PME-1 inh
O=C1CCC(=O)N1CNc1cccnc1	2.4	1.8	3.5	7.0	2.4	1.6	-4.7	0.8	0.7
Cc1ccccc1N1C(=O)c2ccccc2C1Nc1cccnc1 (configuration not stated)	6.9	5.9	-0.3	-2.6	14.7	9.7	1.9	1.6	4.3
COc1ccccc1CNC(=O)CN(c1ccc(C)cc1)S(=O)(=O)c1c(C)n[nH]c1C	-5.5	9.6	5.7	-4.6	-3.6	4.2	-0.9	-0.8	-3.9
COc1ccccc1CC(=O)N1CCCc2ccccc21	1.1	-3.7	-4.7	3.5	5.2	-0.7	-4.1	0.5	4.1
O=C(Nc1ccccc1Cc1ccccc1)C1CC(=O)N(c2ccc3c(c2)OCCO3)C1 (configuration not stated)	-9.1	-13.3	4.8	-7.9	-7.4	-0.7	-8.5	-2.6	-10.4
CCCc1cc2c(OC(=O)CC)c(-c3ccc(C(=O)OCC)o3)c(=O)oc2cc1OC	18.9	3.6	17.7	-35.8	2.5	60.5*	-0.3	3.3	-80.5
CC1CCCC(NC(=O)COC(=O)c2ccccc2[N+](=O)[O-])C1C (configuration not stated)	6.2	5.7	7.0	-2.5	6.9	1.5	2.4	-3.3	-2.4
Cc1ccc(NS(=O)(=O)c2c(C)nc3sccn3c2=O)c(C)c1	0.5	11.1	10.6	7.8	-9.3	-2.9	4.6	-1.0	1.8
CN(CCOc1ccc(Cl)cc1)CC(=O)Nc1ccc(OC(F)(F)F)cc1	13.3	1.1	3.7	5.2	-49.9	10.9	-1.6	-2.4	7.7
Cc1ccc(C(=O)N2CC(=O)Nc3ccc(F)cc3C2c2ccc(F)cc2)cc1[N+](=O)[O-] (configuration not stated)	2.1	33.8*	1.9	1.0	7.4	2.7	-1.7	-3.2	-0.4
COC(=O)CNC(=O)C(CCSC)NC(C)=O (configuration not stated)	3.5	-1.9	1.5	2.5	-6.2	-4.0	2.0	0.0	-5.4
COc1ccc(/C=C/C2=NN(Cc3ccccc3)C(=O)CC2)cc1	3.6	-0.3	-1.6	-0.9	-27.9	3.5	-0.8	-7.3	3.1
O=C(NCCc1ccccc1)Nc1ccc2c(c1)OCO2	6.1	-1.1	1.8	-23.5	7.9	7.5	0.8	-1.1	10.8
C=CC(=O)Nc1cccc(Oc2ncnc3[nH]cc(-c4cnc5ccccc5c4)c23)c1	-25.6	·	-8.6	·	8.8	-22.4	·	-5.9	·
O=C(Cc1csc(-c2cccc(Cl)c2)n1)Nc1cccc(S(=O)(=O)NC2=NCCC2)c1	1.6	1.1	4.2	-12.6	-18.5	6.4	-3.4	-4.7	-3.1
COc1cccc(C2SCC(=O)N2c2ccc(Cl)cc2)c1OC (configuration not stated)	-0.3	9.1	1.2	-0.2	5.6	0.7	0.2	4.1	3.8
COc1ccc(CCNC(=O)c2ccc3c(SCC(=O)O)c4c(nc3c2)CCCC4)cc1OC	1.2	5.3	3.6	-30.8	17.0	1.5	0.5	-1.7	-14.0
CCCOc1ccc(C(=O)Nc2ccc(N(C)C)cc2)cc1	-0.1	4.3	9.0	7.0	19.6	5.4	-0.6	-0.6	7.3
CC(=O)N1SC(N)=NC1c1ccccc1 (configuration not stated)	5.5	-0.4	-0.7	0.0	4.7	9.0	2.1	-5.0	-2.1
Cc1cc(C(=O)N/N=C/c2ccc(O)c([N+](=O)[O-])c2)c(C)n1-c1ccc(F)cc1	6.8	8.6	33.4*	23.2	11.4	9.2	-4.4	-2.3	8.6
Cn1cnnc1SCC(=O)N1CCC(Cc2ccccc2)CC1	4.5	6.2	4.4	-8.0	-39.6	-1.2	1.1	5.7	0.5
O=C(O)CC(Cc1ccc(Cl)cc1)C(=O)NCc1ccccc1 (configuration not stated)	5.3	-1.6	-3.3	1.3	11.3	0.8	-1.7	-6.7	-1.4
Cc1nnc(SCC(=O)Nc2ccc(S(=O)(=O)N3CCCCC3)cc2)s1	7.9	-4.9	-3.0	-3.5	1.8	-1.5	0.3	2.0	-2.4
CC(C)C(=O)NC(=S)Nc1ccc(S(=O)(=O)N2CCN(C)CC2)cc1	6.5	3.8	-4.3	-5.8	-1.4	1.5	0.3	5.0	-11.6
CC(C)CS(=O)(=O)C1=NSC2=NC(=O)/C(=C\c3ccc(OC(=O)c4ccco4)cc3)C(=N)N21	2.3	-4.7	-0.6	-5.8	25.3	-3.6	-6.0	-2.6	-6.2
C/C(=C\c1cccs1)C(=O)c1c(C)cc(C)[nH]c1=O	4.3	-5.9	1.9	2.3	-14.6	1.4	-1.5	-1.3	-2.1
O=C(NCC(c1ccco1)N1CCCC1)c1ccc(S(=O)(=O)Nc2ccccc2F)cc1 (configuration not stated)	1.5	3.2	6.5	18.9	-13.5	7.9	-0.9	-0.9	-1.3
Cc1ccc(C(=O)OCC(=O)NCc2ccc3c(c2)OCO3)s1	-1.1	-8.8	6.3	6.4	-3.3	2.8	-2.3	-1.8	-3.4
Cc1nc(CSc2nnc(C)s2)cs1	-1.7	0.0	-4.6	1.6	1.6	10.4	0.3	-0.3	2.4
CCC(CC)n1[nH]c(=O)cc1N	0.7	2.3	4.6	-5.8	-2.4	5.2	0.5	-5.6	5.8
Cc1ccc(-c2nc(CCNC(=O)c3ccco3)cs2)cc1	-0.5	-0.7	2.2	-1.0	-5.7	0.4	-1.0	0.4	2.4
O=C(CSc1ccsc1[N+](=O)[O-])NCc1ccccc1	2.5	1.1	6.6	3.5	4.1	9.3	0.7	-1.4	4.7
ClCC1NCC(c2ccccc2Cl)c2c1[nH]c1ccccc21 (configuration not stated)	6.8	-14.6	1.5	-12.2	39.8	10.1	-11.2	-26.8	-4.1
CN(C(=S)Nc1ccc(SC(F)F)cc1)C(c1ccccc1)c1ccccc1	-2.7	-25.1	2.2	-5.7	0.8	2.5	-12.6	1.3	-22.6
Cc1ccc(C(=O)/C=C/c2ccccc2)o1	-1.4	6.9	-1.4	-2.6	14.6	13.4	3.3	2.1	1.7
COc1ccc(Cl)cc1NC(=O)CN1CCCC1	0.5	-3.0	-1.9	-3.7	-10.1	-0.1	0.2	-4.8	-7.3
COC(=O)c1cc(OC)c(OC)cc1NC(=O)C1CCC(=O)N1S(=O)(=O)c1ccc(C)cc1 (configuration not stated)	4.4	-0.7	4.5	-2.1	-6.5	2.4	1.8	-1.2	-4.6
CCOc1ccc(S(=O)(=O)Nc2cccc(C(=O)NCC(C)(C)N3CCOCC3)c2)cc1	-0.4	7.9	-3.2	4.4	2.1	7.9	4.0	3.3	4.4
Cc1ccc(Nc2ncnc3c2cnn3C)cc1	-2.5	2.1	0.6	1.3	-3.8	-4.0	0.3	-1.2	-1.4
O=C(COCc1nc2ccccc2c(=O)[nH]1)NC1CCCC1	4.8	3.8	-4.0	-2.3	16.3	0.2	2.2	-3.8	0.2

2 records drawn at random from the list so far, as already listed:
SMILES	PAFAH1B2 inh	LYPLA2 counter	pPAFAH inh	GSTO1 inh	PREPL inh	PAFAH1B3 FP inh	LYPLA1 counter	PAD4 inh	PME-1 inh
CC(C)C(=O)NC(=S)Nc1ccc(S(=O)(=O)N2CCN(C)CC2)cc1	6.5	3.8	-4.3	-5.8	-1.4	1.5	0.3	5.0	-11.6
COc1ccc(CCNC(=O)c2ccc3c(SCC(=O)O)c4c(nc3c2)CCCC4)cc1OC	1.2	5.3	3.6	-30.8	17.0	1.5	0.5	-1.7	-14.0

(next part)
SMILES	PAFAH1B2 inh	LYPLA2 counter	pPAFAH inh	GSTO1 inh	PREPL inh	PAFAH1B3 FP inh	LYPLA1 counter	PAD4 inh	PME-1 inh
O=C(CN1C(=O)CSc2ccc(S(=O)(=O)N3CCOCC3)cc21)NCc1ccc(Cl)cc1	-0.5	-4.1	-0.5	0.0	-3.1	5.2	-2.4	-2.7	0.9
CC(C)c1cc(Nc2cccc(O)c2)cc(C(C)C)c1O	·	-4.2	25.7*	41.7*	11.6	·	-5.0	4.3	11.3
C=C1CCN([C@@H](CC(C)C)C(=O)NCCCc2ccccc2)S(=O)(=O)c2ccccc21	10.7	4.4	6.9	-4.1	-9.4	-2.8	-1.4	0.4	2.6
Cc1cc(C)n(Cc2cc(C(=O)O)c3ccccc3n2)n1	1.7	-2.6	-7.0	7.8	7.3	5.9	-4.3	-2.6	-13.0
S=c1[nH]cnc2scc(-c3ccccc3)c12	-2.3	3.8	3.5	0.7	-3.1	4.3	0.7	2.7	5.1
COc1ccccc1OCC(=O)N1CCCC(Nc2ccc(F)c(F)c2)C1 (configuration not stated)	2.1	-2.2	6.3	-2.9	-2.0	11.5	-0.1	0.0	4.6
COc1ccc(C2Nc3ccccc3C(=O)N2Cc2ccccc2)cc1COc1ccccn1 (configuration not stated)	3.5	2.2	7.5	-4.8	-6.4	9.3	1.4	-4.8	-1.1
COc1cccc(NC(=O)CSc2nnc(Cc3ccc(OC)c(OC)c3)o2)c1	3.3	1.6	6.3	-0.6	-23.6	7.4	0.2	-4.4	1.3
Cc1ccc(NC(=S)NC(=O)/C=C/c2ccco2)c(O)c1	2.9	-9.9	30.4*	13.0	4.0	4.7	-8.5	-2.8	8.9
COC(=O)C1CCN(C(=O)/C=C/c2ccccc2)CC1	6.0	-2.5	-2.3	-4.0	-2.3	8.2	-4.2	0.9	-1.8
O=C(Nc1nc(-c2ccccc2)ns1)c1cccs1	2.3	-4.3	-1.5	-29.1	0.2	4.2	-3.4	-3.5	1.3
CCCCn1c(N)c(N(CC(C)C)C(=O)CN2C(=O)NC3(CC(C)CC(C)(C)C3)C2=O)c(=O)[nH]c1=O (configuration not stated)	6.7	3.7	-0.5	-2.0	-1.5	4.7	0.2	-0.5	1.2
FC(F)(F)c1ccc(N2CCOCC2)c(NC2=NCCCCC2)c1	6.2	-1.9	3.3	5.1	4.2	4.5	-1.4	-0.9	-3.0
Cc1nc2ccc(S(=O)(=O)NCC(=O)N3CCC(C)CC3)cc2s1	-2.0	8.0	4.7	6.3	2.8	11.6	0.1	0.3	6.4
C[C@]12C=CC(=O)C=C1CC[C@@H]1C2=CC[C@]2(C)[C@@H](C(=O)CN3CCN(c4cc(N5CCCC5)nc(N5CCCC5)n4)CC3)CC[C@@H]12	0.2	0.7	7.7	50.9*	25.8	11.2	-1.7	-10.8	-3.0
COc1ccc2nc(NC(=O)CSc3ccccc3)sc2c1	9.1	-8.7	4.8	-2.0	21.9	-2.0	-9.0	-2.2	-3.0
COn1c(-c2ccc(Cl)cc2)nc2ccc(Cl)cc21	-3.8	-8.6	7.5	-1.2	-8.3	1.8	-1.1	-2.5	-0.3
CC(C)(C)c1ccc(C(=O)N/C(=C\c2ccco2)C(=O)O)cc1	1.7	2.2	12.6	4.9	5.1	6.5	-0.7	-0.5	1.5
CN(Cc1ccc2c(c1)OCO2)C(=O)c1cc(-c2ccccc2)c(N2CCOCC2)s1	4.6	2.5	20.0	·	18.1	9.0	-3.0	2.4	7.0
